Screens: PubChem, National Center for Advancing Translational Sciences (NCATS)
A549 tox: kills or reduces viability of A549 cells in Nrf2 counter-screen | A549 ARE-Fluc cells, CellTiter-Fluor viability, 18-24 h | Potency, µM (top dose mostly 46 µM), for the others: top-dose activity change, negative = cytotoxicity, actives largely listed as inhibitors | 390,000 tested, 0.16% active; further: potency means the concentration at half of the fitted maximal effect; on the % scale 0 is the no-effect control and ±100 the full control effect
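A549 ARE_Fluc cells in 5% FBS OPTI-MEM were exposed to compounds in concentration-response for 18-24 h at 37 deg C. Viability was read by CellTiter-Fluor fluorescence (Ex 405/Em 525) after 30 min, before the luciferase read.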
S2 tox: viability counter-screen for ATXN expression inhibitors. S2 cells (HEK-293 line with an ATXN2-luciferase reporter) viability, CellTiter-Fluor protease fluorescence, 24 h. AID 651635. 400,000 tested, 0.49% active. Potency, µM (titrated, usually from 56.7 µM), most hits filed as cytotoxic; further: potency means the concentration at half of the fitted maximal effect; nearly all actives have a fitted effect of over 40% in size
MCF10A rereplic: induces DNA re-replication in MCF 10a normal breast cells; MCF 10A DNA re-replication, Hoechst nuclear intensity, 48 h; Potency, µM (series often up to 46.1 µM), for inactives: at the highest dose activity, positive = re-replication, actives largely listed as activators; 350,000 tested, 2.9% active; AID 624296; further: potency means the concentration at half of the fitted maximal effect; % of control where 0% means no effect; nearly all actives have a fitted effect of over 50% in size
TGFb inhibitor: TGF-b pathway inhibition; HepG2 CAGA-GFP TGF-b/SMAD3 reporter, GFP fluorescence, 18 h; TGF-beta stimulated, 500 pg/mL final; Potency, µM (doses to about 46.1 µM), for the others: top-dose activity, negative = inhibition, usual class: inhibitors; 410,000 tested, 1.2% active; further: potency means the concentration at half of the fitted maximal effect; on the % scale 0 is the no-effect control and ±100 the full control effect; nearly all actives have a fitted effect of over 65% in size
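Read-out: total well GFP (ex488/em500-530) summed from mean per-cell fluorescence. Cells: HEPG2 CAGA-GFP, 1% FBS DMEM, 18 h at 37 degrees C with 500 pg/mL final TGF-beta. Unstimulated wells served as the full-inhibition control; stimulated DMSO wells = 0%.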
ATXN2 expr inh: inhibitors of ATXN2 expression. HEK-293 ATXN2-luciferase reporter, luminescence, 24 h. Potency, µM (series often up to 57 µM), without a hit: at the top dose activity change, negative = inhibition, usual class: inhibitors. 360,000 tested, 0.72% active. AID 1745845; further: potency means the concentration at half of the fitted maximal effect; on the % scale 0 is the no-effect control and ±100 the full control effect; nearly all actives have a fitted effect of over 55% in size
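qHTS (up to 57 uM final) was run with 24 h compound exposure of reporter cells at 37 °C. Each well was multiplexed: SteadyGlo luminescence measured ATXN2-luciferase expression after a fluorogenic Gly-Phe-AFC viability readout (25 uM final).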
IL-1B inflam inh: inhibitors of inflammasome signaling (IL-1 beta secretion); THP-1 LPS/ATP IL-1B secretion, AlphaLISA, 16 h; hits give low values; activity change, % at 57.5 µM; 360,000 tested, 4.7% active; AID 743279; in the data active means activity change below about -50%; inconclusive means mostly about -30% to -49%; further: on the % scale 0 is the no-effect control and ±100 the full control effect
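Secreted IL-1B measured by AlphaLISA bead assay after 16 h compound exposure of THP-1 cells; compounds (final up to 57.5 uM) added 1 h before LPS (250 ng/mL) and ATP (1.25 mM) stimulation; lower signal means less secretion.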
HepG2 viability: counter-screen for TGF-b inhibitors: cytotoxicity in HepG2 cells. HepG2 CAGA-GFP viability, ATP luminescence, 18 h. Potency, µM (top dose mostly 46.1 µM), without a hit: top-dose activity change, negative = cytotoxicity, usual class: cytotoxic. 410,000 tested, 0.76% active; further: potency means the concentration at half of the fitted maximal effect; some results filed as inactive show a strong effect at the top dose
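HepG2 CAGA-GFP cells (1000/well, DMEM with 1% FBS) received compound, then TGF-beta at 500 pg/mL final, and were incubated 18 hours at 37 degrees C. Viability was read by CellTiter-Glo luminescence. Media-only wells were set as complete cell-killing and DMSO as no toxicity.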
Nrf2 block: Nrf2 pathway inhibition; A549 ARE-Fluc reporter, luciferase luminescence, 18-24 h; Potency, µM (doses to about 46 µM), without a hit: at the highest dose activity change, negative = inhibition, usual class: inhibitors; 360,000 tested, 2.1% active; further: potency means the concentration at half of the fitted maximal effect; on the % scale 0 is the no-effect control and ±100 the full control effect; nearly all actives have a fitted effect of over 60% in size
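A549 ARE_Fluc cells, 5000/well, 5% FBS OPTI-MEM; compounds in dose-response, 18-24 h at 37 °C/5% CO2; CellTiter-Fluor viability read (Ex 405/Em 525), then BugLite luciferase luminescence = Nrf2 activity.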
Nrf2 ARE act: activators of Nrf2 (ARE) signaling | AREc32 ARE-luciferase reporter (MCF7-derived line), luminescence, 24 h | Potency, µM (doses to about 46.1 µM), inactives show at the top dose activation, hits mostly activators | 410,000 tested, 0.31% active | AID 624171; further: potency means the concentration at half of the fitted maximal effect; % of control where 0% means no effect; nearly all actives have a fitted effect of over 65% in size
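Nrf2 activation is followed as ARE-luciferase induction in the AREc32 line after one day of compound treatment; luminescence is read with Steady-Glo.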
An asterisk follows results filed as active; i = inactive; ? = inconclusive; nt = no result given; [ ] = dose if it differs, or a comment. Unless noted, the call rests on the fitted dose curve; in most records, active means well fitted curve in the direction sought with a large enough effect; inconclusive means small, poorly fitted or top-dose-only effect, or another doubt; inactive means no such curve, though single readings can be large; an effect the other way counts as inactive or inconclusive.

SMILES	A549 tox	S2 tox	MCF10A rereplic	TGFb inhibitor	ATXN2 expr inh	IL-1B inflam inh	HepG2 viability	Nrf2 block	Nrf2 ARE act
CNC(=O)NC(=O)C(C)N1CCN(C/C=C/c2ccccc2)CC1 (stereo not given)	-2%	i	-56%[inhibitor]	-6%	-8%	-1	0%	-12%	0.4%
CC(=O)CCc1ccccc1	0%	i	-9%	1%	3%	8	4%	-7%	0.9%
COC(=O)[C@@]1(Cc2ccc(F)cc2)[C@H]2c3cc(C(=O)N4CCCC4)n(CCSCCO)c3C[C@H]2CN1C(=O)c1ccccc1	nt	i	nt	nt	-7%	?	nt	nt	0.3%
CCOC(=O)C1=C(COC(=O)Cc2ccccc2[N+](=O)[O-])NC(=O)NC1C (stereo not given)	nt	i	nt	-3%	nt	-21	14%	nt	1.5%
O=C(COc1ncnc2ccc(Br)cc12)NCc1ccco1	-16%	i	?	-1%	8%	37	-2%	-12%	12%
O=C1NCCOC(=O)[C@@H](Cc2ccc(F)cc2)C/C=C\C[C@@H]1CC(=O)N(CCO)Cc1ccccc1	-3%	i	-2%	-23%	-9%	8	-48%	-4%	-1.1%
Cc1c(O)ccc(-c2[nH]ncc2-c2nc3ccccc3s2)c1O	-14%	i	3%	-22%	-11%	?	-29%	?	1.8%
CS(=O)(=O)Cc1cccc(C(=O)NN(c2ccccc2)c2ccccc2)c1	5%	i	-5%	-6%	-11%	16	-3%	1%	-0.6%
NNC(=O)CCc1nc2ccc(O)cc2[nH]1	2%	i	3%	-26%	-33%	-3	-7%	2%	-0.4%
COc1ccc2oc(=O)c(C(C)=O)cc2c1	6%	i	3%	34%[activator]	4%	8	1%	0%	0.7%
Clc1ccc(-c2nnc(-c3cccc4ccccc34)o2)cc1	2%	i	0%	22%	27%	-4	-3%	?	?
CCSc1nn(CC(=O)Nc2cccc(Cl)c2)c(N)c1S(=O)(=O)c1ccc(OC)cc1	?	?	nt	?	?	nt	-27%	18µM*	-1.8%
CC1CCCCC1NCC(=O)Nc1ccccc1-c1ccccc1 (stereo not given)	0%	i	?	0%	-27%	-2	-22%	-6%	2.6%
O=C(N1CCN(c2cccc(Cl)c2)CC1)C1(c2cccs2)CCOCC1	-11%	i	8%	-14%	-22%	?	-43%	?	-0.1%
O=C(NCc1ccccc1Cl)c1ccc2nnsc2c1	-16%	i	11%	-19%	27%	-15	8%	0%	0.1%
Cc1cc(S(=O)(=O)N2CCN=C2c2ccccc2)c(C)cc1Cl	7%	i	9%	0%	-17%	17	-19%	1%	0.0%
CCOc1ccc(NC(=O)CSc2nncn2C)cc1	0%	i	0%	6%	-4%	-2	6%	13%	2.2%
O=C1OC(Nc2nc(-c3ccc(F)cc3)cs2)c2ccccc21 (stereo not given)	?	?	21µM*	11µM*	-38%	-92*	-40%	?	?
C[C@H](NC(=O)c1nc[nH]c1C(=O)N[C@@H](Cc1ccccc1)C(=O)OCc1ccccc1)c1ccccc1	0%	i	?	11%	-4%	16	2%	1%	0.0%
CCOC(=O)C1CCCN(CCC(=O)Nc2ccccc2C)C1 (stereo not given)	-1%	i	14%	11%	7%	5	2%	2%	0.2%
O=C(OCC(=O)c1c[nH]c2ccccc12)c1ccco1	-18%	i	-4%	-14%	23%	0	0%	nt	?
Cc1cccc(Oc2coc3cc(OC(=O)c4cncc(Br)c4)ccc3c2=O)c1	-11%	i	?	12%	25%	18	-39%	18%	2.6%
CC(NCc1nc2ccccc2n1C)C12CC3CC(CC(C3)C1)C2 (stereo not given)	-2%	i	?	-8%	-24%	-94*	-2%	0%	3.4%
COC(=O)c1ccc(C[n+]2ccccc2)cc1	1%	i	0%	17%	-7%	-7	3%	-25%	2.1%
Cc1cccc(-c2c3c(=O)n(C)c(=O)n(C)c3cn2-c2ccc(O)cc2)c1	15%	?	?	9%	-19%	7	-1%	nt	-1.3%
c1ccc(Cn2c(CNc3nc4ccccc4n3CCN3CCCCC3)nc3ccccc32)cc1	-16%	?	?	?	-29%	-51*	-25%	29%	3.0%
COc1ccc(/C=c2\s/c(=C/C(=O)c3ccc(C)cc3)[nH]c2=O)cc1OC	?	nt	13µM*	25%	?	9	-17%	?	0.0%
CC(C)Oc1ccc(C(=O)O)c(C(=O)O)c1	-8%	i	2%	-26%	-11%	6	-18%	14%	-0.1%
COc1ccc(N2CCN(C(=O)CSc3nc4nc(C)cc(C)n4n3)CC2)cc1	10%	i	-4%	25%	-9%	-1	12%	-2%	-0.8%
CN(C1CCCCC1)C(CNS(=O)(=O)c1ccc(Cl)cc1)c1ccccc1 (stereo not given)	8%	i	3%	1%	-5%	10	10%	-15%	-0.2%

For convenience, part of the list above:
SMILES	A549 tox	S2 tox	MCF10A rereplic	TGFb inhibitor	ATXN2 expr inh	IL-1B inflam inh	HepG2 viability	Nrf2 block	Nrf2 ARE act
Cc1cc(S(=O)(=O)N2CCN=C2c2ccccc2)c(C)cc1Cl	7%	i	9%	0%	-17%	17	-19%	1%	0.0%
CCOc1ccc(NC(=O)CSc2nncn2C)cc1	0%	i	0%	6%	-4%	-2	6%	13%	2.2%
O=C1OC(Nc2nc(-c3ccc(F)cc3)cs2)c2ccccc21 (stereo not given)	?	?	21µM*	11µM*	-38%	-92*	-40%	?	?
C[C@H](NC(=O)c1nc[nH]c1C(=O)N[C@@H](Cc1ccccc1)C(=O)OCc1ccccc1)c1ccccc1	0%	i	?	11%	-4%	16	2%	1%	0.0%
CCOC(=O)C1CCCN(CCC(=O)Nc2ccccc2C)C1 (stereo not given)	-1%	i	14%	11%	7%	5	2%	2%	0.2%

More results
SMILES	A549 tox	S2 tox	MCF10A rereplic	TGFb inhibitor	ATXN2 expr inh	IL-1B inflam inh	HepG2 viability	Nrf2 block	Nrf2 ARE act
CCCCN(C(=O)c1ccccc1F)c1c(N)n(CCC)c(=O)[nH]c1=O	-5%	i	-1%	-14%	1%	7	-23%	4%	2.1%
Cc1ccccc1Sc1ncnc2onc(C)c12	0%	i	?	?	-10%	-52*	-2%	nt	?
CCOC(=O)Nc1ccc2c(COC(=O)CN(C)S(=O)(=O)c3ccc(C)cc3)cc(=O)oc2c1	-1%	i	21%	-16%	13%	29	-5%	5%	0.3%
Cc1ccc(C)c(-n2c(CNC(=O)c3ccco3)nnc2SCC(=O)Nc2nnc(C)s2)c1	0%	i	13%	-2%	4%	10	-11%	12%	0.1%
CC(=O)NC1C(OCc2ccccc2)OC(COC(C)=O)C(OC(C)=O)C1OC(C)=O (stereo not given)	8%	i	-3%	-3%	nt	42	-2%	7%	0.0%
CCN(CC)C(=O)CN1C(=O)c2cccc3cccc(c23)C1=O	2%	i	-6%	0%	-14%	-10	4%	-5%	5.8%
CCC(C)NC(=O)Cn1c(-c2ccccc2)cc(C(C)=O)c1C (stereo not given)	2%	i	1%	3%	nt	11	-7%	-12%	-0.6%
CNC(=O)c1c(C)noc1C	-6%	?	0%	5%	-34%	8	4%	1%	2.7%
C=CCn1c(C(CCC(C)C)CC(C)(C)O)n[nH]c1=S (stereo not given)	-1%	i	-24%	?	-8%	20	2%	nt	0.1%
COc1cc(-c2nnn(CC(=O)Nc3ccc(OC(F)(F)F)cc3)n2)cc(OC)c1OC	-17%	i	nt	?	-26%	nt	-29%	?	8.9%
Cc1ccc(NC(=O)C2CCCN(S(=O)(=O)c3cnc[nH]3)C2)c(Br)c1 (stereo not given)	0%	i	4%	1%	1%	21	2%	14%	0.4%
O=C(NC1CC2CCCC(C1)N2Cc1ccccc1)c1cccc(Cl)c1 (stereo not given)	0%	?	-2%	14%	-2%	-1	-10%	-13%	0.3%
COc1ccc(NC(=O)CSCC(=O)Nc2ccccc2N2CCCCC2)cc1	-8%	i	?	-22%	0%	-13	-4%	-9%	3.8%
O=C(/C=C/c1ccco1)NC(=S)Nc1cc(C(F)(F)F)ccc1N1CCOCC1	11%	i	?	-2%	-26%	-19	-27%	7%	15%
CC(C)=CCNc1ncnc2c1c(C#N)cn2C1OC(CO)C(O)C1O (stereo not given)	-6%	?	15µM*	4µM*	-31%	4	-26%	-7%	-0.6%

Entries of single compounds, quoted from the list. Values in the order: A549 tox | S2 tox | MCF10A rereplic | TGFb inhibitor | ATXN2 expr inh | IL-1B inflam inh | HepG2 viability | Nrf2 block | Nrf2 ARE act
`C=CCn1c(C(CCC(C)C)CC(C)(C)O)n[nH]c1=S` (stereo not given) reads -1% | i | -24% | ? | -8% | 20 | 2% | nt | 0.1%
`Cc1ccc(C)c(-n2c(CNC(=O)c3ccco3)nnc2SCC(=O)Nc2nnc(C)s2)c1` reads 0% | i | 13% | -2% | 4% | 10 | -11% | 12% | 0.1%
`COc1cc(-c2nnn(CC(=O)Nc3ccc(OC(F)(F)F)cc3)n2)cc(OC)c1OC` reads -17% | i | nt | ? | -26% | nt | -29% | ? | 8.9%
`CCN(CC)C(=O)CN1C(=O)c2cccc3cccc(c23)C1=O` reads 2% | i | -6% | 0% | -14% | -10 | 4% | -5% | 5.8%

Going on with the list.
SMILES	A549 tox	S2 tox	MCF10A rereplic	TGFb inhibitor	ATXN2 expr inh	IL-1B inflam inh	HepG2 viability	Nrf2 block	Nrf2 ARE act
CCN(CC)C(=O)C1=C(C)Nc2nnnn2C1c1cccnc1 (stereo not given)	-1%	i	3%	?	-5%	23	4%	nt	-0.1%
COc1ccc(N2CCN(C(c3ccc4ncccc4c3)c3nnnn3C(C)C)CC2)cc1 (stereo not given)	2%	i	1%	19%	2%	13	-7%	-5%	-1.0%
O=C(NCCC1=CCCCC1)c1ccc(=O)oc1	-19%	i	-183%[0.0737 µM]	10%	-4%	-27	-14%	?	13%
O=C(NCc1cccnc1)C1CCCCN1S(=O)(=O)c1ccc(F)cc1 (stereo not given)	4%	i	4%	5%	-9%	-3	3%	21%	-0.1%
O=C(Cn1cc(SCc2ccc(F)cc2)c2ccccc21)N1CCCC1	-2%	nt	nt	?	nt	nt	-19%	?	4.7%

The order is random; overall some 8.8% were active at least once.
